Compound activity as filed in PubChem BioAssay.
Hsp70 inhibitors – Hsp70 inhibitors, probe displacement, primary screen, biochemical, fluorescence polarization (AID 583) | Hsp70 fluorescence polarization probe displacement, mP; higher % means a stronger effect | one-dose displacement, % at 20 µM; IC50 in µM for titrated hits | 140,000 compounds, 0.06% hits; in the data active = displacement above about 50%;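 also: plate controls were vehicle for no effect and reference ligand for full effect; a part of the inactive calls stands beside numbers as strong as those of hits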
Rat MKP-3 inhibitors – inhibition of rat DUSP6 enzyme activity – biochemical, in vitro, primary screen (AID 425); recombinant MKP-3 phosphatase activity, fluorescence; higher % means a stronger effect; one-dose inhibition, % at 20 µM; IC50 in µM for titrated hits; 110,000 compounds, 0.17% hits; in the data active = inhibition above about 50%;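 also: plate controls were vehicle for no effect and reference inhibitor for full effect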
Starred values were filed as active, the others as inactive; · = not tested or not shown; & = joins results of further samples.

item	canonical_smiles	Hsp70 inhibitors	Rat MKP-3 inhibitors
1	COc1ccc(NC(=O)C2C(C(=O)O)C3C=CC2C32CC2)cc1 (stereo not given)	-2.7%	2%
2	COc1cc(NC(=O)c2ccccc2)cc(OC)c1	4.8%	-2%
3	Cc1cc(N)n2nc(C)c(-c3ccccc3)c2n1	0.6%	·
4	COc1ccccc1NC1C=CS(=O)(=O)C1 (stereo not given)	5.3%	1%
5	Cc1ccccc1NC(=O)Cn1c(C)nc2ccc(NC(=O)C3CC3)cc2c1=O	-6.9%	-7%
6	Cc1c(C2(c3c(C)n(C)n(-c4ccccc4)c3=O)C(=O)Nc3ccc(F)cc32)c(=O)n(-c2ccccc2)n1C	-3.8%	·
7	COC(=O)c1ccc(/C(O)=C(\C#N)c2nc3ccccc3s2)cc1	6.5%	-12%
8	COc1ccc(-c2nnc(-c3cccs3)o2)cc1OC	1.9%&-0.2%	5%&1%
9	CCOC(=O)c1c(C)n(C)c2ccc(OC(C)C(=O)OC)cc12 (stereo not given)	0.4%	-3%
10	CC(CCc1ccccc1)NC(=O)c1ccc(C(=O)NC(C)CCc2ccccc2)cc1 (stereo not given)	-1.6%	·
11	CCCCC(=O)Nc1ccc2c(c1)oc1ccccc12	-2.0%	·
12	CCOC(=O)N1CCN(c2c(N3CCN(c4cccc(C(F)(F)F)c4)CC3)c(=O)c2=O)CC1	-1.3%	1%
13	CCS(=O)(=O)N1CCC(C(=O)NCc2cc(OC)ccc2OC)CC1	-3.4%	·
14	Cc1cccc(CCNC(=O)CN(C)S(=O)(=O)c2ccc3c(c2)c(=O)n(C)c(=O)n3C)c1	-0.1%	-7%
15	CC(=O)C1=C(O)C(=O)N(c2cccnc2)C1c1ccc(Cl)cc1 (stereo not given)	4.6%	·
16	CCCCSc1nnc(-c2ccc(NC(C)=O)cc2)n1C	0.4%	-3%
17	Cc1ccc(-n2ncc3c(=O)[nH]c(SCC(=O)N4CCCc5ccccc54)nc32)cc1	0.2%	12%
18	CCc1ccc(Cn2nnc(C(=O)NCc3ccccc3OC)c2N)cc1	0.7%	0%
19	Cc1cccc(C)c1NC(=O)CN(c1cccc([N+](=O)[O-])c1)S(=O)(=O)c1ccccc1	2.0%	-2%
20	COCCCn1c(-c2ccsc2)nc2c1c(=O)[nH]c(=O)n2Cc1ccccc1	3.0%	-4%
21	C=C(C)COc1ccc2c(C)cc(=O)oc2c1	-0.7%	1%
22	O=C(Cn1ncc2c(=O)oc3ccccc3c21)Nc1nc2ccccc2s1	4.3%	8%
23	O=C(N/N=C/c1ccc(OC(=O)c2ccc(Br)cc2)cc1)c1cccc([N+](=O)[O-])c1	-2.1%	5%
24	CCOC(=O)C1=C[C@]2(CC)CCCN3CCc4c(n1c1ccccc41)[C@@H]32	8.4%	-4%
25	c1ccc(-n2ncc3c(N4CCCCC4)ncnc32)cc1	·	-11%
26	CCn1c2ccccc2c2nnc(SCC(=O)Nc3ncccn3)nc21	3.5%	4%
27	Cc1cc(C)c(C)c(OCCCCCN2CCCC2)c1	0.7%	-2%
28	CCC(Sc1ncccn1)C(=O)Nc1cc(C)on1 (stereo not given)	-1.9%	·
29	COc1ccc(-c2nc3cc(NC(=O)COc4ccc5ccccc5c4)ccc3o2)cc1OC	-1.6%	4%
30	Cn1c(SCC(=O)c2ccc3c(c2)OCCO3)nnc1C1CC1	2.8%	·
31	Cc1ccc(C(=O)Nc2cc(-c3ccc(F)cc3)[nH]n2)cc1	2.3%	6%
32	CC(=O)c1ccc(NC(=O)c2ccc(CN(c3ccccc3)S(C)(=O)=O)cc2)cc1	-0.1%	0%
33	COc1ccccc1NS(=O)(=O)c1ccc(Br)s1	-5.0%	-3%
34	Cc1ccc(C=C2C(=O)N(C)C(=O)N(C)C2=O)cc1	4.9%	5%
35	CCCCOc1ccc(OCCCC)c2c1NC1(N2)C(=O)N(C(C)=O)c2ccccc21	-9.6%	-4%
36	Cn1nnnc1SCC(=O)NCc1ccco1	1.0%	-8%
37	CC(C)CNS(=O)(=O)c1ccc(S(=O)(=O)N2CCN(CCC#N)CC2)cc1	3.1%	-6%
38	O=C1OCCC1Sc1nnc(-c2ccco2)o1 (stereo not given)	1.6%	-5%
39	CCN(CC)C(=O)CSc1nnc(SCc2ccc(Cl)cc2)s1	-0.4%	·
40	COC(=O)c1cc(-c2ccc(Br)cc2)on1	0.8%	4%
41	Cc1ccc2cc(NC(=O)c3cccc(F)c3)ccc2n1	2.8%	-1%
42	COc1cccc(-c2nc3ncc(Br)cc3[nH]2)c1OC	5.2%	3%
43	Cc1nc(C)c(C(=O)NCc2ccccc2Cl)o1	-5.0%	-12%
44	Brc1ccc(NC2=Nc3ccccc3CC2)cc1	-2.3%	·
45	COc1ccc(C(C)=O)c(OC(=O)c2ccc(OC)c(OC)c2)c1	8.0%	-6%
46	CCCCn1c2ccccc2c2cc(CC(N)=O)ccc21	-1.4%	0%
47	Cc1cc(/C=N\Nc2ccc([N+](=O)[O-])cn2)c(C)n1-c1ccc(C(=O)O)cc1	1.4%	2%
48	CCCCOc1ccc(C=O)cc1OCC	0.7%	0%
49	Nc1sccc1C(=O)c1ccc(Cl)cc1	1.7%	2%
50	O=c1c(C2NCCC3(O)CCCCC23)coc2ccc(Cl)cc12 (stereo not given)	3.9%	2%
51	O=C1NC(=S)N/C1=C/c1ccc(Oc2ccc(C(F)(F)F)cc2[N+](=O)[O-])c(Cl)c1	0.7%	-1%
52	CCOc1ccc(-c2n[nH]c(=S)n2-c2ccccc2)cc1	-0.7%	0%
53	O=C(c1ccsc1)N1CCN(C(=O)c2cccs2)CC1	52%	-9%
54	CCc1cc2c(NCCc3ccc(OC)c(OC)c3)ncnc2s1	3.6%	1%
55	Cn1c(NC(=O)c2ccco2)c(-c2ccc(Cl)cc2)c(=O)c2ccccc21	3.8%	·
56	S=C(NCc1ccco1)Nc1ccccc1	-4.9%	0%
57	COc1cccc(N2C(=O)C=CC2=O)c1	-8.2%	-2%
58	CC(=O)Nc1ccc(C(=O)NNC(=O)Cc2ccc(Cl)cc2)cc1	0.9%	1%
59	CC(C)CC(C(=O)Nc1oc(-c2ccccc2)c(-c2ccccc2)c1C#N)N1C(=O)c2ccccc2C1=O (stereo not given)	-8.0%	·
60	COc1ccccc1OCC(=O)Nc1ccccc1C(=O)O	-1.2%	4%

Additional results:
item	canonical_smiles	Hsp70 inhibitors	Rat MKP-3 inhibitors
61	CCOC(=O)c1ccc(NC(=O)Nc2ccc3c(c2)OCCO3)cc1	-3.3%	-3%
62	CC1CCCN(C(=O)C2CCN(CC3CC=CCC3)CC2)C1 (stereo not given)	6.4%	-4%
63	CN(C)S(=O)(=O)c1cccc(-c2nnc(SCc3ccc4c(c3)OCCO4)o2)c1	3.9%	3%
64	O=C(O)c1cccc(NC(=O)c2ccc(COc3ccc(Cl)cc3)cc2)c1	5.2%	3%
65	COC(=O)c1ccccc1NC(=O)N1CCN(C(=O)c2ccco2)CC1	-4.0%	-15%
66	O=C(/C=C/c1ccco1)NC(=S)NNC(=O)c1ccco1	10%	·
67	CSc1nc2ccccc2n1C(=O)NC1CCCCC1	-2.4%	-12%
68	Cc1ccccc1NC(=O)CCN1CCN(C/C=C/c2ccccc2)CC1	-4.8%	-4%
69	CCN1CCN(S(=O)(=O)c2cc(Cl)ccc2Cl)CC1	3.8%	-4%
70	CC(=O)N=c1cccc(NC(C)=O)n1O	-1.1%&-8.4%	-4%&-1%
71	CCOc1ccc(N(CC(=O)NCC2CCCO2)S(=O)(=O)c2ccc(SC)cc2)cc1 (stereo not given)	-2.5%	·
72	CCn1c(SCc2nc3ccccc3s2)nnc1-c1ccccc1	-2.3%	·
73	Cc1ccc(N2CC(C(=O)N3CCc4ccccc43)CC2=O)cc1 (stereo not given)	2.0%	-11%
74	CCOC1CC(c2ccccc2)=NN1c1ccccc1 (stereo not given)	-7.2%	4%
75	Cc1cccc(NC(=O)C2C(c3ccccc3)=C2c2ccccc2)c1C	-0.3%	-3%
76	CC(=O)c1ccc(NC(=O)C2CCCNC2=O)cc1 (stereo not given)	2.6%	-11%
77	O=C(Nc1ccc2c(c1)OCO2)NC1(C(F)(F)F)Oc2ccccc2O1	0.3%	·
78	O=C(c1ccco1)N1CCN(CCN2C(=O)c3cccc4cccc(c34)C2=O)CC1	-6.3%	3%
79	O=C(COc1cc(Cl)ccc1Cl)Nc1ccccc1F	-1.7%	2%
80	O=C1C(=O)N(Cc2ccc3c(c2)OCO3)C2C=CC=CC12 (stereo not given)	-1.7%	3%
81	CCCCn1c(-c2ccsc2)nc2c1c(=O)[nH]c(=O)n2CCC	1.6%	1%
82	Nc1nnc(COc2ccccc2F)s1	-11%	0%
83	O=C(Nc1ccc(Cl)c(Cl)c1)c1ccccc1C(F)(F)F	2.9%	4%
84	COc1ccc(C(=O)Nc2ccc(C(=O)O)cc2)cc1	1.6%	-1%
85	O=C(N/C(=C/c1ccc(Br)cc1)C(=O)N1CCCC1)c1cccs1	-0.9%	1%
86	CC1Cc2ccccc2N1C(=O)CSC1=NCCS1 (stereo not given)	-3.5%	4%
87	CC(C)(C)n1nnnc1C(c1cccs1)N1CCCC2(CCCCC2)C1 (stereo not given)	4.0%	-1%
88	CCc1nnc(-n2nc(C)cc2-c2ccccc2)n1N	4.6%	3%
89	Cc1occc1-c1nnc(SCC(=O)c2cc3ccccc3oc2=O)o1	-11%	8%
90	COc1ccc(/C=N/NC(=O)CCn2c3ccccc3c3ccccc32)cc1	-0.5%	0%
91	NS(=O)(=O)c1ccc(NC(=O)C2COc3ccccc3O2)cc1 (stereo not given)	2.3%	·
92	CC(C)n1nc(C(=O)NCCc2ccc(S(N)(=O)=O)cc2)c2ccccc2c1=O	-0.1%	-8%
93	Oc1ccc(-c2csc(NCc3ccco3)n2)cc1	0.4%	-4%
94	Cc1ccc(C(=O)O/N=C(\N)Cc2cccs2)cc1[N+](=O)[O-]	-3.3%	0%
95	CC1=C(C(=O)Nc2ccc(C)cc2)C(c2ccccc2)NC(=S)N1 (stereo not given)	3.7%	0%
96	O=c1cc(-c2ccccc2)[nH]n1-c1nc2ccccc2[nH]1	-2.5%	0%
97	CC(C)Cn1c(=O)c2c(nc3n2CCCN3CCc2ccccc2)n(C)c1=O	-3.6%	2%
98	Cc1cc(Cl)ccc1OCC(=O)NNC(=O)Cc1cccs1	-0.3%	-3%
99	Clc1cccc(-c2ccc(/C=N/n3cnnc3)o2)c1	3.0%&2.1%	-7%&0%
100	CC1(C)C(N(O)C(=O)Nc2ccccc2)N(c2cccc(Cl)c2)C(=O)N1O (stereo not given)	3.2%	-12%
101	Cc1oc2c(CN3CCOCC3)c(O)ccc2c(=O)c1-c1ccccc1	5.2%	0%
102	O=C(Nc1sc2c(c1C(=O)Nc1ccccc1)CCC2)c1ccccc1Br	-1.9%	2%
103	Cc1cccc(-n2c(CCN3C(=O)c4ccccc4C3=O)nc3ccccc3c2=O)c1	-2.7%	2%
104	COc1ccc(NC(=O)c2coc3ccccc23)cc1OC	-2.7%	-5%
105	COc1ccc(S(=O)(=O)N(CCc2ccccc2)CC(=O)NCC2CCCO2)cc1 (stereo not given)	2.1%	2%
106	O=C(CSc1n[nH]c(-c2cccnc2)n1)Nc1ccccc1	-1.6%	·
107	O=Cc1cn(CCOc2ccccc2)c2ccccc12	-2.3%	3%
108	O=P(CCNCc1ccco1)(c1ccccc1)c1ccccc1	4.9%&1.6%	-6%&2%
109	Cc1nnc2sc(-c3ccc(NC(=O)c4cccnc4)cc3)nn12	8.7%	-8%
110	COCCNC(=O)CN(c1ccccc1OC)S(C)(=O)=O	-1.6%	-9%
111	CCOC(=O)c1c(NC(=O)/C=C/c2ccc(OC)c(Br)c2)sc(C(C)=O)c1C	27%	1%
112	O=C1N(O)C2(C=CCCC2)/C(=N\O)C12CCCCC2 (stereo not given)	1.5%	-11%
113	O=C(Nc1ccccc1)N1CCc2ccccc21	-4.0%	·
114	Cc1cc(OCC(=O)NC2CCCCC2)ccc1Br	-3.2%	-2%
115	COCCn1c(C)cc(C(=O)COC(=O)c2ccc(NC(=O)CC#N)cc2)c1C	-5.7%	·
116	Cc1cccc2cc(CN(Cc3ccc(F)cc3)C(=O)C(F)(F)F)c3nnnn3c12	6.4%	·
117	COc1cc(C)ccc1S(=O)(=O)N1CCN(C23CC4CC(CC(C4)C2)C3)CC1	2.1%	·
118	CC(C)(C)NC(=O)C(c1ccc(F)cc1)N(Cc1ccco1)C(=O)c1csnn1 (stereo not given)	2.9%	-2%
119	O=C(CCn1cnc2ccccc2c1=O)Nc1ccc(Cl)c(Cl)c1	-3.8%	·

A portion of the library; count on the stated rates, not on these rows.
